Source: PubChem (Vanderbilt University)
GIRK2 act: Activators of human GIRK2-containing channels | P48051 | HEK293 GIRK2/NPY4 cells, thallium flux fluorescence | activation (% efficacy), % for hits at 37.5 µM | 34,000 tested, under 10 active | AID 1259324;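 active = primary screen hit, no activity in plain HEK293 cells, and in GIRK2-only cells above 5% efficacy rising with concentration; inactive = the rest, including fluorescent compounds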;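 note: efficacy is normalized control-subtracted fluorescence 15 s after thallium addition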
Target sequence (P48051 whole entry, looked up): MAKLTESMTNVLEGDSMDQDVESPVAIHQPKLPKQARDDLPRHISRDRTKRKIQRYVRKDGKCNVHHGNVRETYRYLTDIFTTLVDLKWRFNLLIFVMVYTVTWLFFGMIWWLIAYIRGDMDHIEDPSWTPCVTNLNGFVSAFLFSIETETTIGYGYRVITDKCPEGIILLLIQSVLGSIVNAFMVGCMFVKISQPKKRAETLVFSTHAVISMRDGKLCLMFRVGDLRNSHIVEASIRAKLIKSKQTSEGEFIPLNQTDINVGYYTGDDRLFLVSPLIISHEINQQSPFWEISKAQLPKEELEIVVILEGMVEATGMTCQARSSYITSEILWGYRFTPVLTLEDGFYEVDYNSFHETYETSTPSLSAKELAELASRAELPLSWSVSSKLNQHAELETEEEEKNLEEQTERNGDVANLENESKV
Calls only; i = inactive.

SMILES	GIRK2 act
Cn1cccc1C(CNC(=O)c1ccc2c(c1)OCO2)N1CCCC1 (configuration not stated)	i
O=C(Nc1ccc(C(F)(F)F)cc1)Nc1cccc(N2CCCCC2=O)c1	i
Cc1cc(=O)n(CC(=O)N2CCN(c3ccc(-c4ccccn4)nn3)CC2)cn1	i
CCCNC(=O)c1ccc(Cn2c(SCC(=O)NC(C)C)nc3ccccc3c2=O)cc1	i
COc1ccc(-c2nc3nc(-c4cc(OC)c(O)c(OC)c4)cc(C(=O)O)c3[nH]2)cc1	i
COc1ccc2nc(-c3ccc(C)c(NS(=O)(=O)c4ccc(C(C)=O)cc4)c3)cn2n1	i
CCN1C(=O)SC(N(CCN2C(=O)CSC2=O)c2cccc(C)c2)C1=O (configuration not stated)	i
O=C(c1ccc2c(c1)OCO2)N1CCN(c2cc(-c3ccccc3)[nH]n2)CC1	i
COCCNC(=O)Cc1ccc(NS(=O)(=O)c2cc(OC)ccc2OC)cc1	i
COc1ccc(-n2nc3c(c2NC(=O)C(=O)NCc2ccco2)CS(=O)(=O)C3)cc1	i
C=CCNC(=O)NCC1CCN(c2ncccn2)CC1	i
O=C(Cn1nc2c(c1NC(=O)c1cc3ccccc3o1)CSC2)NCC1CCCO1 (configuration not stated)	i
CCc1ccccc1NC(=O)CN(c1ccc(C)cc1)S(=O)(=O)c1ccsc1C(=O)OC	i
CCOc1ccc(N2C(=O)N(c3ccc([N+](=O)[O-])cc3)C3CS(=O)(=O)CC32)cc1 (configuration not stated)	i
CC(C)(C)NC(=O)N1CCC(CNS(=O)(=O)c2ccc(Cl)cc2)CC1	i

3 compounds picked at random from the list so far:
SMILES	GIRK2 act
COCCNC(=O)Cc1ccc(NS(=O)(=O)c2cc(OC)ccc2OC)cc1	i
Cn1cccc1C(CNC(=O)c1ccc2c(c1)OCO2)N1CCCC1 (configuration not stated)	i
Cc1cc(=O)n(CC(=O)N2CCN(c3ccc(-c4ccccn4)nn3)CC2)cn1	i

Continued:
SMILES	GIRK2 act
O=C(NCc1ccccc1)N1CCN(Cc2nc(-c3ccco3)cs2)CC1	i
Cc1cccc(Nc2ccc(N3CCN(C(=O)/C=C/c4ccco4)CC3)nn2)n1	i
O=C(C1COCC(=O)N1Cc1ccccc1)N1CCC(Cc2ccccc2)CC1 (configuration not stated)	i
Cc1cc2ncn(CCc3noc(-c4ccccc4)n3)c2cc1C	i
O=C1CCCCN1c1ccc(NS(=O)(=O)c2cccs2)cc1	i
O=C(Nc1ccc(Nc2cc(-n3ccnc3)ncn2)cc1)Nc1ccccc1Cl	i
Cc1n[nH]c(C)c1S(=O)(=O)Nc1ccc2c(c1)C(=O)N(C)CCO2	i
O=C(Nc1ccc2c(c1)CN(C(=O)c1cccs1)CC2)c1ccno1	i
CN(C)S(=O)(=O)c1ccc2c3c(cccc13)C(=O)N2C(=O)c1cccs1	i
Cc1ccc(S(=O)(=O)c2nc(-c3ccco3)oc2NCc2ccco2)cc1	i
CCc1ccc(NC(=O)C(=O)NCC2CCN(C(=O)c3ccncc3)CC2)cc1	i
Cc1cc(NC(=O)C2CCCN(c3ccc(-n4cccn4)nn3)C2)on1 (configuration not stated)	i
COc1ccc(NC(=O)CCc2sc(C)nc2-c2cccs2)cc1Cl	i
COc1cccc(N2CC(C(=O)Nc3cc(C)nn3-c3nc(-c4ccccc4)cs3)CC2=O)c1 (configuration not stated)	i
COc1cc(C)ccc1S(=O)(=O)NCCCn1nc(-c2ccc(F)cc2)ccc1=O	i

In the list so far, these contain a thiophene ring, fused or not:
SMILES	GIRK2 act
CCc1ccccc1NC(=O)CN(c1ccc(C)cc1)S(=O)(=O)c1ccsc1C(=O)OC	i
O=C1CCCCN1c1ccc(NS(=O)(=O)c2cccs2)cc1	i
O=C(Nc1ccc2c(c1)CN(C(=O)c1cccs1)CC2)c1ccno1	i
CN(C)S(=O)(=O)c1ccc2c3c(cccc13)C(=O)N2C(=O)c1cccs1	i
COc1ccc(NC(=O)CCc2sc(C)nc2-c2cccs2)cc1Cl	i

Next part
SMILES	GIRK2 act
O=C(NCCOc1cccc(C(F)(F)F)c1)c1cc(Cl)ccc1[N+](=O)[O-]	i
COc1ccc(NC(=O)NC2CCCCC2)cc1N1CCCC1=O	i
O=C(CSc1nc(=O)n(CCCO)c2c1CCC2)NCc1ccco1	i
O=C(c1c(F)cccc1Cl)N1CCN(c2ccc(-c3ccc4c(c3)OCO4)nn2)CC1	i
CCOC(=O)N1CCc2nc(NC(=O)c3nc4ccccc4s3)sc2C1	i
COCCNC(=O)Cc1ccc(NC(=O)c2cccnc2SC)cc1	i
Cc1cc(SCc2ccc(C#N)cc2)nc(SCc2ccc(C#N)cc2)n1	i
CCOC(=O)CSc1nc2ccccc2c(=O)n1CCC(=O)NCCc1ccc(OC)c(OC)c1	i
CC(=O)N1CCN(c2cc3c(cc2F)c(=O)c(C(=O)Nc2cccc(C)c2)cn3C2CC2)CC1	i
CCn1ccnc1N1CCN(C(=O)Cc2ccc(F)cc2)CC1	i
O=C(NCCN1CCN(C(=O)c2ccc3nsnc3c2)CC1)c1ccsc1	i
CS(=O)(=O)N1N=C(c2ccccc2Cl)CC1c1ccc2nccnc2c1 (configuration not stated)	i
CCOc1ccc(-c2nc(COC(=O)c3nnn(-c4ccc(F)cc4)c3C)c(C)o2)cc1	i
COc1ccccc1NC(=O)N1CCC(CNS(=O)(=O)c2ccc(Br)s2)CC1	i
CCn1nc(C(=O)N(CC2CCCO2)c2nc3ccc(C)cc3s2)cc1C (configuration not stated)	i
CC(=O)N1CCc2c(sc3nc(SCc4cccc([N+](=O)[O-])c4)n(Cc4ccco4)c(=O)c23)C1	i
Cn1ccc(C(=O)N2CCOCC2)n1	i
O=C(c1ccccc1)N(Cc1ccccn1)Cc1ccco1	i
Cc1ccc(Cl)cc1-n1ncc2c1ncn1c(-c3cccs3)nnc21	i
NC(=O)c1ccccc1NC(=O)/C=C/c1c(Cl)cccc1Cl	i
COc1ccc(S(=O)(=O)N2CCC(C(=O)Nc3ccc4sccc4c3)CC2)cc1	i
O=C(NCc1cccs1)c1nnn(-c2ccccc2)c1CSc1ncccn1	i
Cc1nc(C)c(CC(=O)NCCc2cccs2)s1	i
COc1ccc(C(=O)Nc2ccc(CC(=O)NC(C)(C)CO)cc2)cc1OC	i
Cc1cc(Nc2ccncc2)n2nc(C)c(-c3ccccc3Cl)c2n1	i
O=C(NCC(=O)N1CCOC(c2ccccc2)C1)C(=O)Nc1ccc(F)c(Cl)c1 (configuration not stated)	i
COc1ccccc1C1(C(=O)N2CCC(c3ccsc3)CC2)CCOCC1	i
O=S(=O)(c1ccccc1)c1nc(-c2cccs2)oc1NCCCN1CCOCC1	i
O=C(O)c1ccc(-n2c(=S)[nH]c3cc(Cl)ccc3c2=O)cc1	i
COc1cc(OC)cc(C(=O)N2CCN(c3ccc(Nc4cccc(C)n4)nn3)CC2)c1	i
CC(C)NCC(O)COc1ccccc1-c1ccccc1 (configuration not stated)	i
Cc1cc(C(=O)N(CC2CCCO2)c2nc3c(C)ccc(C)c3s2)on1 (configuration not stated)	i
O=C(NCCn1nc(-c2ccccc2)ccc1=O)NC1CCCCC1	i
Cc1cc(NC(=O)c2ccccc2C(F)(F)F)n(-c2nc(-c3ccc4c(c3)OCO4)cs2)n1	i
O=C(CCc1csc(NC(=O)c2ccc(F)cc2)n1)Nc1nc(-c2cccnc2)cs1	i
COc1ccc(Cl)cc1C(=O)Nc1ccc(CC(=O)NC2CC2)cc1	i
Cc1ccc(-n2ccnc2N2CCN(C(=O)CC(C)C)CC2)cc1	i
Cc1ccc(C)c(-c2csc(NC(=O)c3cc(C)n(C(C)C)n3)n2)c1	i
Cc1ccc(NC(=O)NCC2CCN(C3CCCC3)CC2)cc1C	i
CCOC(=O)COc1coc(CN2CCN(c3ccc(F)cc3)CC2)cc1=O	i
CCc1nnc2ccc(N3CCN(S(=O)(=O)c4ccc(F)cc4F)CC3)nn12	i
O=C1CCc2cc(S(=O)(=O)N3CCCC3)cc3c2N1CCC3	i
Cc1ccc(C(CNC(=O)c2ccco2)N2CCOCC2)cc1 (configuration not stated)	i
O=C(NCC1COC2(CCCCC2)O1)c1ccc(C(F)(F)F)cc1 (configuration not stated)	i
COc1ccc(Cl)cc1NC(=O)c1nn(-c2ccc(F)cc2)cc1OC	i
Cn1ccc(-c2nnc(NC(=O)CC(c3ccccc3)c3ccccc3)o2)n1	i
Cn1c(-c2cc3ccc(OS(C)(=O)=O)cc3oc2=O)nc2ccccc21	i
CN1CCC(CNC(=O)C(=O)Nc2ccc(F)c(Cl)c2)CC1	i
COc1ccc(SCC2CCN(C(=O)Nc3ccc4c(c3)OCO4)CC2)cc1	i
CCc1nnsc1C(=O)Nc1c(C(=O)c2ccc(Cl)cc2)oc2ccccc12	i
O=C(Nc1ccc(N2CCCC2=O)cc1)c1ccc([N+](=O)[O-])cc1Cl	i
O=C(CSc1nc(=O)n(CCO)c2c1CCCC2)NCCc1ccccc1	i
Cc1cc(N(C)C)nc(NCCNS(=O)(=O)c2cc(Cl)ccc2Cl)n1	i
CC1(C)CC(=O)c2c(nc(SCC(N)=O)c(C#N)c2-c2ccccc2)C1	i
CC(C(=O)Nc1ccccc1)N1C(=O)c2ccccc2S1(=O)=O (configuration not stated)	i
O=C(NCC1(O)CCCC1)Nc1cccs1	i
O=C(Cc1csc(NC(=O)c2ccc[nH]c2=O)n1)NCc1ccc2c(c1)OCO2	i
O=S(=O)(CCc1ccccc1)NCC1CCN(Cc2ccccc2)CC1	i
COc1cccc2cc(S(=O)(=O)c3cccc(C#N)c3)c(=O)oc12	i
O=C(Cn1cccn1)Nc1ccc2cn[nH]c2c1	i
Following part.
SMILES	GIRK2 act
Cc1cnc2c(c1SCC(=O)NC1CCCC1)c(=O)n(C)c(=O)n2C	i
CCOc1ccc(NC(=O)Cc2cc(-c3ccc4c(c3)OCO4)on2)cc1	i
COc1ccc(S(=O)(=O)N2CCC(C(=O)Nc3sc4c(c3C#N)CCC4)CC2)cc1	i
COc1ccc(-c2ccc(N3CCN(C(=O)CCCc4ccccc4)CC3)nn2)cc1OC	i
COc1ccc(C)c2sc(N(CCN3CCOCC3)C(=O)c3ccn(C)n3)nc12	i
CC(NC(=O)c1ccc(=O)n(Cc2ccc(F)cc2)n1)c1ccccc1 (configuration not stated)	i
COc1ccc(NS(=O)(=O)c2cc(C)c(C)cc2OC)cc1N1CCCC1=O	i
CCOc1ccccc1NC(=O)CSC1=NS(=O)(=O)c2ccccc2N1	i
NC(=O)Cc1ccc(NC(=O)c2ccc3c(c2)OCO3)cc1	i
COC(=O)c1ccccc1NC(=O)Cn1cnc2c(-c3ccccc3)csc2c1=O	i
CSCCC(C)(O)CNC(=O)C(=O)Nc1ccon1 (configuration not stated)	i
O=C(NNC(=O)c1cccc2ccccc12)c1ccc(=O)n(Cc2ccccc2)c1	i
C=CCc1c(C)nc2c(-c3ccccc3)cnn2c1N1CCCC1	i
O=C(Nc1ccc(OC(F)(F)F)cc1)c1csc(NS(=O)(=O)c2ccccc2)n1	i
Cc1cc(C)c(S(=O)(=O)NCCN2CCOC(c3ccccc3)C2)cc1C (configuration not stated)	i
Cc1nnc(NC(=O)CSc2nc(=O)n(CC3CCCO3)c3c2CCCC3)s1 (configuration not stated)	i
O=C(c1ccccc1)N1CCC(c2nnc(C3CC3)o2)CC1	i
COc1ccc2sc(N(CCN3CCOCC3)C(=O)C3CCCCC3)nc2c1	i
O=C(NCCn1ncc2c(N3CCCCC3)ncnc21)C12CC3CC(CC(C3)C1)C2	i
O=S(=O)(c1cccnc1)N1CCC(c2nnc(C3CC3)o2)CC1	i
COc1ccc(-c2cn(CC(=O)Nc3cccc(Cl)c3)nc2N2CCOCC2)cc1	i
Cn1nc(-c2ccccc2)cc1C(=O)Nc1onc2c1CSC2	i
Cc1noc(C)c1C(=O)NCC#CCOc1cccc(C(F)(F)F)c1	i
Cc1ccc(Cl)cc1N1CCN(CC(O)COc2ccc([N+](=O)[O-])cc2)CC1 (configuration not stated)	i
CCOC(=O)N1CCC(NS(=O)(=O)CCCOc2cccc3c2OC(C)(C)C3)CC1	i
Cn1nc(-c2ccccc2)cc1C(=O)N1CCN(c2ccc(-c3ccco3)nn2)CC1	i
O=C(NCCOc1ccc2nnc(-c3ccccc3Cl)n2n1)c1c(F)cccc1F	i
O=C(Cc1ccccc1)NNC(=O)c1cccn(Cc2ccc(F)cc2)c1=O	i
CC(=O)Nc1cccc(NC(=O)c2cc3c(=O)n(C)c(=O)n(C)c3s2)c1	i
O=C(c1ccc(Cl)s1)N1CCOC(c2ccc(C(F)(F)F)cc2)C1 (configuration not stated)	i

In a second layout: 3 of the compounds above.
| canonical_smiles | GIRK2 act |
| --- | --- |
| O=S(=O)(c1cccnc1)N1CCC(c2nnc(C3CC3)o2)CC1 | i |
| COc1ccc(-c2cn(CC(=O)Nc3cccc(Cl)c3)nc2N2CCOCC2)cc1 | i |
| CCOC(=O)N1CCC(NS(=O)(=O)CCCOc2cccc3c2OC(C)(C)C3)CC1 | i |

New compounds follow
SMILES	GIRK2 act
COc1cc(-c2cc(C(=O)NC3CC(=O)N(C)C3)[nH]n2)cc(OC)c1OC (configuration not stated)	i
Cc1ccc(N2CCCS2(=O)=O)cc1NC(=O)C(=O)NCC1CCN(C(=O)c2ccncc2)CC1	i
O=C(Nc1ccc2c(c1)OCO2)c1ccc(=O)n(Cc2cccc([N+](=O)[O-])c2)c1	i
CC(=O)Nc1cccc(NC(=O)CSc2ncnc3c2nnn3C)c1	i
COc1ccc(CC(=O)N2CCN(c3ccc(N4CCN(C)CC4)nn3)CC2)cc1	i
COc1ccc(S(=O)(=O)N2CCN(c3ccc4nncn4n3)CC2)cc1F	i
CSCCC(C)(O)CNC(=O)Cc1ccc(S(=O)(=O)C(C)C)cc1 (configuration not stated)	i
CCCOc1ccc(N2CCN(C(=O)c3cccc(Cl)c3)CC2)nn1	i
COc1cc(N2CCN(C(=O)Nc3cc(OC)c(OC)c(OC)c3)CC2)nc(OC)n1	i

Not all compounds are listed; the hit share may differ from the screen's.
